Assay outcomes: PubChem, several laboratories
CaV13 ICDI inh: Primary screen for inhibitors of IQ motif and Ca2+-dependent inactivation inhibitor domain binding in CACNA1D, Förster resonance energy transfer in living cells, …; HEK cells, CFP/YFP FRET ICDI-IQ, plate reader, 10 min; percent FRET-ratio fall versus neutral wells; inhibition, % at 12.3 µM; 0.098% of 340,000 active;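 active means mean replicate inhibition of at least 30% and at least 1% of replicates passing that level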;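 further: 0% = median of the neutral control wells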
MITF TRPM1 inh: MITF TRPM1 promoter inhibition in SK-MEL-5 cells; SK-MEL-5 TRPM1 promoter luciferase, 24 h; inhibition, % at 12.5 µM; 0.83% of 330,000 active; AID 488899;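 active means mean inhibition across replicates of 60% or more, whatever share of single replicates reaches that level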; further: values of inactives mirror those of a sister screen read the other way
Shn3 3UTR inh: reduces Shn3 3'UTR luciferase signal in osteoblasts; Clone20 osteoblast Shn3 3'UTR firefly luciferase, 24 h; inhibition, % at 12.5 µM; 0.52% of 360,000 active; AID 588674;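 active means mean inhibition of at least 75% with every replicate also reaching 75%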;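 further: 0% = median of neutral control wells and 100% = pilot-screen positive control compound; some compounds past the cut are filed as inactive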
HIF-2a block: HIF-2a inhibition; 786-0 RCC cells HIF-2a reporter, luciferase luminescence, overnight; inhibition, % at 18.8 µM; 0.72% of 360,000 active; AID 624352;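 active means inhibition of the luminescence signal of 40% or more relative to plate controls, in a single-dose primary screen at 18.75 µM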
NR2E3 ag-1: activates human NR2E3 receptor | AID 602229 | inhibition of corepressor binding, % at 3.98 µM | 0.35% of 360,000 active | CHO-S Gal4-NCOR/VP16-NR2E3 two-hybrid, luciferase;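 active means inhibition above the mean of all tested compounds plus 3 SD, cut at about 70% in these data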;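 further: 0% = DMSO with NR2E3 transfected cells and 100% = cells lacking NR2E3 construct; higher means lower luciferase signal from less NR2E3 corepressor binding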
Target sequence (Q9Y5X4 whole entry, looked up, the tested form may be a part): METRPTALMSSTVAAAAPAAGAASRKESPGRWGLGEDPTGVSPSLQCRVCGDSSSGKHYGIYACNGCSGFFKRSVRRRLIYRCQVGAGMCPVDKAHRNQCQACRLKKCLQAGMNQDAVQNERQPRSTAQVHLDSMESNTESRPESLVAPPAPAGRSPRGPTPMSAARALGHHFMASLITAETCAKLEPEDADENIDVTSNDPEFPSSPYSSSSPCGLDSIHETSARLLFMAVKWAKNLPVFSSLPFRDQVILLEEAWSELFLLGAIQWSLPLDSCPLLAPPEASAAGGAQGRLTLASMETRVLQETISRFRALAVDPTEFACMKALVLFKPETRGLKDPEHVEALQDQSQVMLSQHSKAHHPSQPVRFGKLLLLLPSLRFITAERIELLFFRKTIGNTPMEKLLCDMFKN
NR2E3 ag-2: NR2E3 (human) agonism. Q9Y5X4. GST-NR2E3/biotin-RetCOR TR-FRET, 1536-well. inhibition of corepressor binding, % at 4.78 µM. 0.12% of 320,000 active. AID 2300;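 active means percent inhibition above the cutoff of mean plus 3 SD of all tested compounds, set per screening campaign, cut at about 20% in these data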;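 further: 0% = DMSO wells and 100% = biotin wells as full block of FRET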
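Material: NR2E3–RetCOR corepressor complex / Incubation: Compound–protein incubation for 5 h at 4 °C / Dosing: compound at 4.8 µM, single dose / Detection: time-resolved FRET / Benchmarks: high control biotin, low control 0.6% DMSO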
CF NFkB block: blocks PAF-induced NF-kB reporter in cystic fibrosis cells; KKLEB NF-kB-GFP reporter, GFP fluorescence overnight; 0.86% of 360,000 active; inhibition, % at 5 µM;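 active means at least 50% inhibition at 5 µM, scaled per plate between neutral and stimulator controls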;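 further: PAF is a Pseudomonas aeruginosa culture filtrate used as stimulus; plate controls were PAF-stimulated DMSO wells for no effect and unstimulated DMSO wells for full effect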
Vif inh: inhibitors of HIV Vif; inhibition, % at 7.49 µM; 0.35% of 340,000 active; HEK293T cells, Vif self-association by quenched fluorescence, imaging, 24 h; in the data active means inhibition above about 50%, passing the limit was not always enough; further: some results filed as inactive read as strong as hits
Peg3 promoter: inhibitors of Peg3 promoter; HeLa PEG-Prom luciferase reporter, luminescence, overnight; inhibition, % at 20 µM; AID 588405; 1.7% of 360,000 active;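 active means inhibition of at least 50% at 20 µM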
KKLEB cytotox: counter-screen for CF NF-kB inhibitors: cytotoxicity; KKLEB CF airway cells viability, ATPlite luminescence, overnight; stronger effect = lower value; cells stimulated with P. aeruginosa culture filtrate; activity change (cytotoxicity), % at 5 µM; 0.36% of 360,000 active; AID 602141;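 active means corrected activity change at or below -50% at 5 µM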
PDI inh: inhibitors of human protein disulfide isomerase; P07237; PDI insulin aggregation turbidity, A650, 90 min; inhibition, % at 10 µM; 0.052% of 350,000 active; AID 588391;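 active means mean inhibition across replicates of 30% or more, whatever share of single replicates reach that level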;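 further: absorbance from insulin aggregation driven by PDI reduction with DTT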
An asterisk follows results filed as active; x = not tested or not shown.

1	C[C@@H]1CN([C@@H](C)CO)C(=O)CCCn2nncc2CO[C@@H]1CN(C)S(=O)(=O)c1cccc(F)c1
2	O=C(Oc1ccc2c3c(c(=O)oc2c1)CCCC3)c1ccco1
3	Cc1ccccc1NC(=O)CSc1nc(N)c2c3c(sc2n1)CSC(C)(C)C3
4	COc1ccc(CN2C(=O)C(CC(=O)NCc3cccc4ccccc34)CC(C(=O)N(C)C)=C2C)cc1 (stereo not drawn)
5	O=C(CSc1cccc2cccnc12)OCC(=O)c1ccccc1
6	CC1CCCN(C(=O)CN(C)S(=O)(=O)c2ccc3c(c2)c(=O)n(C)c(=O)n3C)C1 (stereo not drawn)
7	CCc1nnc(SCC(=O)NCCC2=CCCCC2)nc1CC
8	O=C(NCC1CCCO1)C(=Cc1cccc([N+](=O)[O-])c1)C(=O)NCC1CCCO1 (stereo not drawn)
assay / compound	1	2	3	4	5	6	7	8
CaV13 ICDI inh	-3	x	-4	-1	x	-4	-2	-5
MITF TRPM1 inh	x	-19	-9	x	6	3	0	18
Shn3 3UTR inh	-21	-7	0	-23	-2	-1	-31	-36
HIF-2a block	7	-12	21	4	14	16	1	39
NR2E3 ag-1	2	-36	-27	-3	13	3	-6	5
NR2E3 ag-2	x	-1	1	x	-3	5	-6	2
CF NFkB block	-11	-6	8	-6	-8	13	-5	27
Vif inh	0	10	-6	x	6	1	-6	0
Peg3 promoter	-11	-12	18	5	9	3	-2	36
KKLEB cytotox	-1	12	-8	-7	1	-14	0	5
PDI inh	-1	9	-3	-4	-4	9	4	-6

9	Nc1cccc2nsnc12
10	CC(=O)N(C)c1ccc(N=Nc2ccc3ncccc3c2)cc1
11	C/C=C1\COC(C(=O)NCCCN2CCCC2=O)(C(F)(F)F)C=C1C=C(C)C (stereo not drawn)
12	CCOCCCNC(=O)C(c1ccc(Cl)cc1)N1CCC2(CC1)OCCO2 (stereo not drawn)
13	CCCC1C(C(=O)OCC)=C(C)NC(C)=C1C(=O)OCC
14	CCOC(=O)C1=C(COC(=O)/C=C/c2ccc(OC)cc2)NC(=O)NC1C (stereo not drawn)
15	Cc1c(C(=O)OCC(=O)NCCN2C(=O)CSC2=O)cccc1[N+](=O)[O-]
16	CCC/C(O)=C1\C(=O)CCCC1=NCCCCCC(=O)O
assay / compound	9	10	11	12	13	14	15	16
CaV13 ICDI inh	-3	-5	24	x	-5	-6	-3	-4
MITF TRPM1 inh	-9	-12	2	-1	-1	24	-2	15
Shn3 3UTR inh	-1	-51	-1	0	1	9	5	10
HIF-2a block	11	-79	9	18	4	3	-1	15
NR2E3 ag-1	13	-111	15	0	4	-8	-2	-6
NR2E3 ag-2	-1	x	0	-2	0	x	-1	4
CF NFkB block	-12	-18	6	12	-8	17	10	-12
Vif inh	0	-5	-2	0	-4	1	-9	-1
Peg3 promoter	7	-108	10	4	8	27	3	11
KKLEB cytotox	8	-10	-9	3	-12	-28	-23	0
PDI inh	-8	-3	5	-1	-3	3	2	21

17	CN(C)CCCNc1ncc(C(F)(F)F)cc1Cl
18	CC(C)N1CCC(n2nccc2NC(=O)c2ccc3c(c2)OCO3)CC1
19	Cc1[nH]c(=O)c(C#N)c(C)c1Cl
20	C=CCNC(=O)CN1CCC(n2c(C)nc3cc(C(F)(F)F)ccc32)CC1
21	C[C@@H]1CN([C@H](C)CO)C(=O)c2cc(NC(=O)Nc3ccc(F)cc3)ccc2O[C@@H](C)CCCCO[C@H]1CN(C)S(=O)(=O)c1cccs1
22	CCC(CC)NC(=O)c1cc(OC)c(OC)cc1[N+](=O)[O-]
23	O=C(O)CCCNC(=O)CCCn1nnc2ccccc2c1=O
assay / compound	17	18	19	20	21	22	23
CaV13 ICDI inh	-3	-7	5	x	-8	x	-6
MITF TRPM1 inh	0	0	7	-8	x	10	24
Shn3 3UTR inh	-5	6	-14	5	36	-22	-13
HIF-2a block	10	10	15	24	-4	4	-5
NR2E3 ag-1	-12	2	10	-1	-12	-15	-25
NR2E3 ag-2	2	3	3	1	x	2	-2
CF NFkB block	-7	-2	8	-12	-17	6	2
Vif inh	-2	-1	2	-7	2	4	0
Peg3 promoter	10	7	7	13	7	8	-9
KKLEB cytotox	2	5	-6	-3	-21	-4	1
PDI inh	3	-5	8	5	-9	19	-1

Structural class: those above with four or more nitrogen atoms.
1	C[C@@H]1CN([C@@H](C)CO)C(=O)CCCn2nncc2CO[C@@H]1CN(C)S(=O)(=O)c1cccc(F)c1
3	Cc1ccccc1NC(=O)CSc1nc(N)c2c3c(sc2n1)CSC(C)(C)C3
6	CC1CCCN(C(=O)CN(C)S(=O)(=O)c2ccc3c(c2)c(=O)n(C)c(=O)n3C)C1 (stereo not drawn)
7	CCc1nnc(SCC(=O)NCCC2=CCCCC2)nc1CC
10	CC(=O)N(C)c1ccc(N=Nc2ccc3ncccc3c2)cc1
18	CC(C)N1CCC(n2nccc2NC(=O)c2ccc3c(c2)OCO3)CC1
20	C=CCNC(=O)CN1CCC(n2c(C)nc3cc(C(F)(F)F)ccc32)CC1
21	C[C@@H]1CN([C@H](C)CO)C(=O)c2cc(NC(=O)Nc3ccc(F)cc3)ccc2O[C@@H](C)CCCCO[C@H]1CN(C)S(=O)(=O)c1cccs1
23	O=C(O)CCCNC(=O)CCCn1nnc2ccccc2c1=O
assay / compound	1	3	6	7	10	18	20	21	23
CaV13 ICDI inh	-3	-4	-4	-2	-5	-7	x	-8	-6
MITF TRPM1 inh	x	-9	3	0	-12	0	-8	x	24
Shn3 3UTR inh	-21	0	-1	-31	-51	6	5	36	-13
HIF-2a block	7	21	16	1	-79	10	24	-4	-5
NR2E3 ag-1	2	-27	3	-6	-111	2	-1	-12	-25
NR2E3 ag-2	x	1	5	-6	x	3	1	x	-2
CF NFkB block	-11	8	13	-5	-18	-2	-12	-17	2
Vif inh	0	-6	1	-6	-5	-1	-7	2	0
Peg3 promoter	-11	18	3	-2	-108	7	13	7	-9
KKLEB cytotox	-1	-8	-14	0	-10	5	-3	-21	1
PDI inh	-1	-3	9	4	-3	-5	5	-9	-1
